esBAF inh = blocks esBAF chromatin remodeling in mouse ES cells; reporter increase, % at 12.5 µM; AID 602393; Bmi1-luciferase knock-in reporter, 24 h; 100% = twice the neutral-well signal; 350,000 compounds, 2% hits; in the data active = activation above about 40%;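 also: 0% = median of the plate's neutral control wells and 100% = double that signal; a rise in the Bmi1 reporter signal indicates esBAF inhibition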
S100A4 inh HTS = inhibitors of human S100A4 binding to myosin IIA peptide; inhibition, % at 10.7 µM; 360,000 compounds, 0.14% hits; P26447; S100A4/TAMRA-MyoIIA peptide fluorescence polarization; AID 652163;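 active = mean inhibition of at least 70% across replicates, with every replicate also reaching that level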
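Material: S100A4 monomer protein / Buffer or medium: 50 mM HEPES pH 7.2, 10 mM CaCl2, 100 mM KCl / Times: 5 min incubation before reading / Benchmarks: neutral control DMSO, positive control TFP / Reagent: labelled myosin peptide probe, 5 nM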
ERAP1 inh = blocks human ERAP1 aminopeptidase activity | AID 652197 | 340,000 compounds, 0.15% hits | inhibition, % at 10.7 µM | recombinant ERAP1, Leu-AMC fluorescence, 60 min;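 active = mean replicate inhibition of at least 30%, or all replicates individually reaching that 30% level; inactive = mean below 30% and not every replicate reaching it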;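 also: 0% = neutral control wells and 100% = L-leucinethiol positive control wells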
RAD52 inh = inhibitors of human RAD52 DNA annealing; P43351; inhibition, % at 18.7 µM; 360,000 compounds, 0.46% hits; recombinant RAD52 DNA annealing, FRET fluorescence;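 active = every replicate showing at least 50% inhibition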
E-sel inducer = E-selectin induction on HUVECs. P16581. HUVEC E-selectin immunofluorescence imaging; normalized: neutral wells 0, TNF-alpha wells 100. activation, % at 7.58 µM. 260,000 compounds, 0.37% hits. AID 686992;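 active = mean E-selectin-positive cell signal at least 10% of the positive control, reached in at least 60% of replicates, without over 20% cell loss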;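 also: in these data hits start at about 27%; measured in HUVEC primary endothelial cells; signal is the percent of cells scored E-selectin positive by PE staining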
Target sequence (P16581 whole entry, looked up): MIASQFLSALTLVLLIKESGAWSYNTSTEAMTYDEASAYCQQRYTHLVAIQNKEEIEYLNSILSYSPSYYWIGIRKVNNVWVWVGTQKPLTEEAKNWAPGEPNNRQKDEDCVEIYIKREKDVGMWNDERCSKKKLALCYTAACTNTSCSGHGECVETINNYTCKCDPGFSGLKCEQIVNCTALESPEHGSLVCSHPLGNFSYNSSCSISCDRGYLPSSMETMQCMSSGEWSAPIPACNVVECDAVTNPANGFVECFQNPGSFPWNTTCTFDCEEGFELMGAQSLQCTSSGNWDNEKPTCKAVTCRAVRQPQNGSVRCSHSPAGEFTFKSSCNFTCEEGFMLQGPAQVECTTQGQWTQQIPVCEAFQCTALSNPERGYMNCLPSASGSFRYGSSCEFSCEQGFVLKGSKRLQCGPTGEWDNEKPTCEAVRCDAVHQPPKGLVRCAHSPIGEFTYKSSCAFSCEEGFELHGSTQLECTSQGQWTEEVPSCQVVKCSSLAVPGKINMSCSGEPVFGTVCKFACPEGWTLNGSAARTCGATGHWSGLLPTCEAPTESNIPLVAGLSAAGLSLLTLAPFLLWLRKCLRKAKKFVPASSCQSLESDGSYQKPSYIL
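Read-out basis: % PE-positive cells; Test system: HUVEC primary endothelial cells; Technique: immunofluorescence imaging; Dosing: single-point compound dose.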
XiGFP reactiv = X-chromosome reactivation activator. XiGFP mouse fibroblasts, % GFP-positive cells imaging, 3 d; cells co-treated with 5-aza-dC sensitizer; scaled so ellipticine positive control = 100%. activation, % at 7.58 µM. 360,000 compounds, 0.055% hits. AID 743238;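 active = mean normalized replicate activation at least 10% and every replicate at or above 10%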;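 also: 0% = median of on-plate neutral control wells and 100% = ellipticine 6 µM median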
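Assay system: SV40-immortalized XiGFP fibroblast cells, line 68-5-11; buffer or medium: DMEM plus 5-aza-dC sensitizer; compound: one concentration, pinned; timing: compounds 3 days, fix/stain 15 min at room temperature; benchmarks: positive control ellipticine, 6 µM final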
RAD54 inh = inhibitors of human RAD54 branch migration; Q92698; RAD54 Holliday junction branch migration, FAM/BHQ fluorescence; inhibition, % at 10.4 µM; 360,000 compounds, 0.14% hits; AID 602329;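 active = mean normalized replicate activity at least 40 and at least half of replicates scoring 40 or more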;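 also: 0% = median of neutral control wells and 100% = median of positive control wells; inhibitors cause a drop in the FAM fluorescence signal; in these data hits start at about 50%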
ERp5 inh = ERp5 (human) disulfide isomerase inhibition; 350,000 compounds, 0.05% hits; inhibition, % at 9.99 µM; AID 651711; ERp5 insulin aggregation, absorbance 650 nm, 90 min;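 active = mean replicate inhibition above about 25%, with every replicate also reaching it, limit read from the data, passing the limit was not always enough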
Target sequence (Q15084 whole entry, looked up): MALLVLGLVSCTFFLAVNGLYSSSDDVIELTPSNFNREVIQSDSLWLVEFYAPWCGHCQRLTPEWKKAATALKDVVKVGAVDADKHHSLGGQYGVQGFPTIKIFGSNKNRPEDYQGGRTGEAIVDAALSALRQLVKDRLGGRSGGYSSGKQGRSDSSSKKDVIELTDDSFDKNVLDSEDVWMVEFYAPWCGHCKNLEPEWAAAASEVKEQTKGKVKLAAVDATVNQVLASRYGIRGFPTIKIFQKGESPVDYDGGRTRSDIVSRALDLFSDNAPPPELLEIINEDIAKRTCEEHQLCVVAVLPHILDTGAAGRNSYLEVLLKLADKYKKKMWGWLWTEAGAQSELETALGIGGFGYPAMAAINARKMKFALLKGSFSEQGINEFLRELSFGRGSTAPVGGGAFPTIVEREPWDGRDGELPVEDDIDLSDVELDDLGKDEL
The depositor's hits bear a star; . = not tested or not shown. Outcome played no part in choosing rows (roughly 2.5% active in at least one column).

SMILES	esBAF inh	S100A4 inh HTS	ERAP1 inh	RAD52 inh	E-sel inducer	XiGFP reactiv	RAD54 inh	ERp5 inh
Cc1cc(NC(=O)CSc2ncnc3ccccc23)no1	3	0	3	-8	0.9	0.1	7	-7
c1ccc(Nc2nc3ccccc3n3cnnc23)cc1	-9	-6	0	-16	2.8	0.0	-10	-8
COc1ccc(S(=O)(=O)N2CCC(C(=O)Oc3cccc(C)c3)CC2)cc1OC	0	-2	-2	-18	-0.7	0.3	8	14
CCNC(=O)C[C@H]1CC[C@H]2[C@@H](COC[C@@H](O)CN2C(=O)C2CCOCC2)O1	-4	-30	0	-59	-0.1	0.4	0	-2
CC(=O)N1CCN(c2ccc([N+](=O)[O-])cc2)CC1	.	3	2	-11	.	0.0	.	-3
CCCNC(=O)CSc1nnc(-c2ccccc2Br)n1-c1cccc(C(F)(F)F)c1	-6	2	11	-5	.	0.0	.	7
COC(=O)C1(C)NC(c2ccc(OC)cc2)C2C(=O)N(c3ccccc3)C(=O)C21 (configuration not stated)	-9	-7	0	-7	.	0.2	-4	3
Cc1ccc2c(CN3CCN(S(=O)(=O)c4ccc(Cl)cc4)CC3)cc(=O)oc2c1C	9	0	-4	-15	-0.1	0.0	8	3
O=C(N[C@@H]1CC[C@@H](CCNS(=O)(=O)c2ccc(F)cc2)O[C@H]1CO)c1cccnc1	0	0	-2	-11	-1.0	0.2	-9	0
CN1c2ccc(Br)cc2[C@H]2[C@H](CCN2C(=O)C2CCOCC2)[C@@H]1CO	2	-12	-2	-23	1.6	0.0	-5	11
Cc1cc(C)cc(OCC(O)CN2C(=O)NC(C)(C)C2=O)c1 (configuration not stated)	-8	-1	0	-18	0.1	0.0	6	7
O=C1CC(N2CCN(C/C=C/c3ccccc3)CC2)C(=O)N1CCc1ccccc1 (configuration not stated)	17	4	3	-10	.	.	-2	4
COC(=O)[C@@H]1[C@@H](CO)[C@@H]2Cn3c(ccc(-c4cccnc4)c3=O)[C@@H]2N1Cc1ccccc1F	2	4	1	2	-0.4	0.3	1	-3
Cc1ccc(C(=O)Nc2cccnc2Cl)cc1Cl	54*	0	-1	-3	0.3	0.0	1	5
c1ccc(N2CC3COc4ccccc4C3=N2)cc1 (configuration not stated)	.	4	-1	2	.	0.1	.	-3
CN(C)C(=O)C[C@@H]1CC[C@H]2[C@@H](COC[C@H](O)CN2CC2CCOCC2)O1	-5	-39	0	-13	0.1	0.2	-2	-8
C[C@H](CO)N1C[C@H](C)[C@@H](CN(C)C(=O)Nc2ccc(F)cc2)OCCCC[C@H](C)Oc2ccc(NC(=O)Cc3ccccc3)cc2C1=O	-6	-7	-1	-29	0.3	-1.1	1	-1
O=C(NCc1ccccc1)c1cc(C2COCCN2C(=O)CCc2ccccc2)on1 (configuration not stated)	2	-3	1	-8	0.0	0.0	3	3
C[C@@H]1CN([C@@H](C)CO)C(=O)c2cc(NC(=O)Nc3ccccc3)ccc2O[C@@H](C)CCCCO[C@@H]1CN(C)C(=O)C1CCCCC1	-4	-6	0	7	1.5	0.5	0	2
CC(C)(C)CCN1CCC(CN2CCNC2=S)CC1	1	0	-1	-10	0.1	0.0	3	-5
C[C@H]1CN([C@@H](C)CO)C(=O)c2cc(-c3ccccc3)cnc2O[C@@H]1CN(C)C(=O)Cc1cccnc1	.	-62	-3	2	0.0	-0.2	-1	-1
Cc1cc(C)c(C#N)c(SCC(=O)Nc2nonc2N)n1	32	-5	1	-14	0.1	0.0	-9	-6
Cc1ccccc1CS(=O)(=O)Cc1ccc(C(=O)NCCCN2CCCC2=O)o1	.	-4	-5	-4	.	0.0	.	2
COc1ccc(Cl)cc1Cn1c(C)c(C(=O)NCc2ccccc2C(F)(F)F)sc1=O	2	3	.	8	.	-0.1	2	-6
O=C(NC1CCCC1)c1cc(-c2ccc(Cl)cc2)on1	44*	-1	-1	-8	.	0.0	-1	2
C[C@@H]1CN([C@H](C)CO)C(=O)Cc2cc(NC(=O)Nc3cccc4ccccc34)ccc2O[C@H]1CN(C)C(=O)Nc1ccccc1	-3	9	-1	12	-0.1	-0.2	0	1
O=C(N/N=C/c1cccc(OC(=O)c2cccc(Br)c2)c1)c1ccncc1	5	56	1	4	.	0.2	12	-3
O=C1C(=O)N(Cc2cccnc2)C(c2cccc(Br)c2)/C1=C(/O)c1ccc2c(c1)OCO2 (configuration not stated)	.	5	2	-7	-0.2	0.1	3	-3
O=C(NC1CCN(Cc2ccccc2)CC1)C1CCN(S(=O)(=O)c2ccccc2)CC1	-14	0	1	-14	.	0.0	-7	1
COc1ccccc1NC(=O)N[C@@H]1C=C[C@@H](CC(=O)N[C@@H](C)c2ccccc2)O[C@H]1CO	-5	-2	-2	1	-0.3	0.1	-12	8
O=C(CN1C(=O)C(c2ccc(F)cc2)=NC12CCCC2)Nc1ccc(F)cc1	-9	-3	4	3	0.9	0.1	1	1
COc1cccc(CNC(=O)C[C@H]2C=C[C@@H](NC(C)=O)[C@@H](CO)O2)c1	-4	-14	1	-9	-0.5	-0.3	11	4
Cc1oc(-c2ccc(Cl)cc2)nc1CN1CCCC(C(=O)N2CCOCC2)C1 (configuration not stated)	-2	2	-2	-4	3.6	0.3	8	3
COc1ccc(S(=O)(=O)Nc2ccc3c(c2)C(=O)N([C@H](C)CO)C[C@@H](C)[C@@H](CN(C)Cc2ccccc2)O3)cc1	1	46	-5	7	0.5	0.0	-9	0
COc1ccc(C(=O)/C=C/c2ccccc2OC)c(OC(=O)c2ccc([N+](=O)[O-])cc2)c1	.	-2	8	-8	.	.	-1	-9
COC(=O)C1(C)NC(c2cccc(C)c2)C2C(=O)N(c3ccccc3)C(=O)C21 (configuration not stated)	11	0	-1	-2	-0.2	-0.1	3	2
CC(C)NC(=O)Nc1ccc2c(c1)CC(=O)N([C@H](C)CO)C[C@@H](C)[C@@H](CN(C)CC1CC1)O2	-2	-3	1	-7	-3.0	-0.4	1	9
S=c1[nH]nc(Cc2ccccc2)n1-c1cccc2ccccc12	.	-1	-2	-5	.	0.3	.	-3
O=Cc1ccc(C(=O)OCC(=O)Nc2ccc(F)cc2F)cc1	0	-3	-9	-4	-0.2	0.0	-2	7
COc1ccc(C(=O)NCC(=O)OCC(=O)NC2CCCCCC2)cc1OC	-2	-11	-5	-1	.	0.3	-2	-10
S=c1[nH]nc2sc3ccccc3n12	3	0	12	-9	1.5	0.3	-5	-9
OCC[C@@H]1C[C@H](O)[C@@H](O)[C@@]2(Cc3ccccc3CO2)O1	-6	3	-4	-9	4.9	0.1	0	2
C[C@H]1CN([C@@H](C)CO)C(=O)c2cccc(NC(=O)C3CC3)c2O[C@H]1CN(C)Cc1ccccc1	-1	2	2	2	27*	-0.1	0	7
C[C@@H]1CN([C@@H](C)CO)C(=O)Cc2cc(NC(=O)c3ccncc3)ccc2O[C@H]1CN(C)C(=O)Nc1ccc(F)cc1	0	7	2	-1	0.2	0.2	-10	-2
CCC(=O)N1C(C(=O)NCc2ccc(OC)cc2)CSC1c1ccc(OC)cc1 (configuration not stated)	-1	8	.	-9	.	-0.2	4	-1
O=C(CCc1nnc(-c2ccc(-c3ccccc3)cc2)o1)N1CCCCC1	.	0	0	7	0.3	-0.1	.	8
C[C@H](CO)N1C[C@H](C)[C@@H](CN(C)C(=O)c2ccccn2)Oc2cc(C#CC3CC3)ccc2S1(=O)=O	-1	3	1	14	0.1	0.1	2	-4
CCN1[C@@H]2c3ccc(-c4ccccc4)c(=O)n3C[C@@H]2[C@@H](CO)[C@@H]1C(=O)NCc1ccccc1	-2	1	-2	7	0.4	0.3	-4	-1
CN(C)C(CNS(=O)(=O)c1ccc2ccccc2c1)c1ccccc1 (configuration not stated)	3	3	4	-1	.	0.0	-22	1
O=C(Nc1ccc(Cl)cc1)c1cccc(NC2=NC3CS(=O)(=O)CC3S2)c1 (configuration not stated)	-4	-2	3	11	4.3	0.3	1	-1
Cc1c(NC(=O)C(C)OC(=O)CCOc2ccccc2)c(=O)n(-c2ccccc2)n1C (configuration not stated)	1	-2	5	-7	-1.8	-0.2	-9	-3
CS/C(=C\[N+](=O)[O-])Nc1ccc(C)cc1	.	9	0	-9	.	0.0	.	0
CO[C@@H]1CN(C)C(=O)c2cc(NS(C)(=O)=O)ccc2OC[C@H](C)N(C(=O)C2CCCC2)C[C@@H]1C	1	8	0	-3	0.3	0.4	-4	3
CC(C)c1cccc(C(C)C)c1NC(=O)COC(=O)C1=COCCO1	.	1	-4	4	-2.1	-0.2	.	-2
COc1ccc(Cc2nnc(NC(=O)c3ccc(OC)cc3OC)s2)cc1	61*	15	-4	-9	.	0.0	-6	7
O=C1NCCCN1C1OC(CO)C(O)C1O (configuration not stated)	-2	1	-2	-6	-0.1	0.1	0	-4
COc1ccc(NC(=O)CCCOc2ccc(Cl)c(C)c2)cc1S(=O)(=O)N1CCOCC1	1	-2	5	3	-0.3	0.1	-3	7
O=C(C[C@@H]1C[C@H]2c3cc(NC(=O)C4CCC4)ccc3O[C@H]2[C@@H](CO)O1)NCc1ccncc1	-1	-8	0	-16	-0.1	0.2	1	2
O=[N+]([O-])c1ccccc1S(=O)(=O)Nc1ccc(-c2ccc3nncn3n2)cc1	.	-2	5	-11	-0.1	0.2	.	-3
CN(C(=O)CSc1nc2ccccc2s1)c1c(N)n(Cc2ccccc2)c(=O)[nH]c1=O	.	1	3	-6	-1.5	0.2	.	2

A few values from the results shown.
COc1ccc(Cc2nnc(NC(=O)c3ccc(OC)cc3OC)s2)cc1 in ERp5 inh: 7
O=Cc1ccc(C(=O)OCC(=O)Nc2ccc(F)cc2F)cc1 in XiGFP reactiv: 0.0
CC(C)(C)CCN1CCC(CN2CCNC2=S)CC1 in RAD54 inh: 3
COc1ccc(S(=O)(=O)N2CCC(C(=O)Oc3cccc(C)c3)CC2)cc1OC in esBAF inh: 0

Returning to the listing; the 3 compounds before the break are reprinted first.
SMILES	esBAF inh	S100A4 inh HTS	ERAP1 inh	RAD52 inh	E-sel inducer	XiGFP reactiv	RAD54 inh	ERp5 inh
O=C(C[C@@H]1C[C@H]2c3cc(NC(=O)C4CCC4)ccc3O[C@H]2[C@@H](CO)O1)NCc1ccncc1	-1	-8	0	-16	-0.1	0.2	1	2
O=[N+]([O-])c1ccccc1S(=O)(=O)Nc1ccc(-c2ccc3nncn3n2)cc1	.	-2	5	-11	-0.1	0.2	.	-3
CN(C(=O)CSc1nc2ccccc2s1)c1c(N)n(Cc2ccccc2)c(=O)[nH]c1=O	.	1	3	-6	-1.5	0.2	.	2
CC1(C(=O)NS(=O)(=O)c2ccccc2)CCN1C(=O)Cc1ccc(-c2ccccc2)cc1 (configuration not stated)	1	0	-1	-10	-0.2	0.2	2	-2
O=C(NC(=S)Nc1ccc2c(c1)OCCO2)c1ccccc1	2	-4	-9	-3	.	.	2	3
CC1(c2ccccc2)NC(=O)N(CC#N)C1=O (configuration not stated)	.	-19	-2	-13	0.1	0.0	.	-1
Cc1ccc(CNC(=O)CN(c2cccc([N+](=O)[O-])c2)S(C)(=O)=O)cc1	.	1	1	-3	.	0.0	.	5
